# bCat nuc transl: modulators of beta-catenin nuclear translocation, primary screen, imaging, HeLa cells, immunofluorescence, high-content. nuclear translocation activity, % at 5 µM. 190,000 compounds, 0.3% hits. AID 1665, 2009;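 active means nuclear translocation activity above 50% at 5 µM, with a well cell count of 50 or more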;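 further: per-cell ratio of nuclear to cytoplasmic median beta-catenin stain intensity; plate controls were DMSO negative control for no effect and GSK-3 inhibitor IX positive control for full effect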
#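 System: Human HeLa cells, endogenous beta-catenin | Compound dosing: 5 µM primary, 0.02–20 µM confirmation | Timing: 24 h compound exposure at 37°C, 5% CO2 | Measured by: Fluorescence imaging of beta-catenin antibody stain plus DAPI | Read-out basis: % activation of per-cell nuclear versus cytoplasmic median beta-catenin signal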
# Dynein transport: inhibitors of GR-EGFP nuclear translocation, primary screen, dynein cargo transport inhibitor project, imaging, high-content, 3617.4 mouse cells | test concentration mostly 20 µM; stimulated with dexamethasone, 1 µM; hits give low values | z-score, hits read low | 220,000 compounds, 0.47% hits | AID 1381, 2008;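 active means plate z-score of nuclear minus cytoplasmic receptor signal below a set negative limit, without overly bright fluorescence or cell loss, cut at about -3.5 in these data, passing the limit was not always enough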;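 further: z-score of nuclear minus cytoplasmic ring GR-EGFP intensity difference per well; some compounds called inactive have numbers as strong as hits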
#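 Also added – dexamethasone, 1.0 µM final · Buffer or medium – tet-free, stripped-serum medium · Schedule – induction 48 h, compound 1 h, agonist 30 min · Detection – formaldehyde fixation, Hoechst nuclear stain, 10x automated fluorescence imaging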
# WT yeast gro inh: growth inhibition of WT strain, primary screen, mitochondrial fusion inhibitor project, WT and mutant strains, chemical genetic; mitochondrial fusion phenotypic screen; inhibition, % at 10 µM; 190,000 compounds, 2.1% hits; in the data active means inhibition above about 58%; tested in S. cerevisiae
# M1AAP inhibition: P. falciparum M1AAP inhibitors, biochemical, fluorogenic H-Leu-NHMec substrate, 1536-well (AID 1445); Aminopeptidase N (Plasmodium falciparum (isolate 3D7)); recombinant M1AAP, H-Leu-NHMec fluorogenic kinetic assay; higher % means a stronger effect; inhibition, % at 30 µM; hits with a dose series show IC50 in µM; 220,000 compounds, 0.42% hits;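 active means primary inhibition above the hit cutoff, then over 50% inhibition at one or more dose response concentrations, cut at about 23% in these data, passing the limit was not always enough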;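 further: plate controls were DMSO full reaction for no effect and no enzyme background for full effect; strong numbers were not always called active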
# T cell HTS: modulators of CD8 T cell-vesicle binding, primary screen, mouse 2C CD8+ T cells, flow cytometry | 2C CD8+ T cell-vesicle binding; hits give low values | calls only at 7 µM | 330,000 compounds, 0.068% hits;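 active means response, share of CD8 T cells binding vesicles, and their 90th percentile fluorescence all below set limits, cut at about 80% in these data, passing the limit was not always enough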
#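 Material: murine 2C transgenic CD8+ T lymphocytes / Also added: QL9-peptide-loaded Drosophila micro-vesicles bearing Ld, ICAM-1 and B7-1 / Schedule: binding step 1.5 h, 37 °C, antibody labelling 20 min, ice / Signal: flow cytometry, PE anti-B7-1 (FL2) versus Alexa647 anti-CD8 (FL8), PFA-fixed / Evaluation: percent CD8+ FL2 mean versus row control / Benchmarks: naked versus QL9-loaded vesicles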
# Autophagy mod: autophagy modulators in MEF cells, primary screen, imaging, high-content, MEF GFP-LC3; MEF GFP-LC3 puncta imaging; test concentration mostly 10 µM; calls only at 10 µM (by protocol); 190,000 compounds, 0.98% hits;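 active means percentage of spot-positive cells more than 3 SD above its plate mean, without a fluorescence outlier flag or 80% toxicity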;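 further: spot-positive cell cutoff set from DMSO-treated cells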
# M17LAP inhibition: P. falciparum M17LAP inhibitors, primary screen, biochemical, fluorogenic H-Leu-NHMec substrate, 1536-well (AID 1619). recombinant M17LAP, H-Leu-NHMec fluorogenic kinetic assay; higher % means a stronger effect. inhibition, % at 30 µM; hits with a dose series show IC50 in µM. 220,000 compounds, 0.38% hits;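 active means compound inhibiting the enzyme by more than half at any dose during confirmatory dose-response retesting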;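 further: plate controls were full reaction with DMSO carrier for no effect and no enzyme background for full effect; strong numbers were not always called active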
# Yfh1-off respiration: enhancers of respiration in Yfh1-depleted yeast, dose response, Friedreich's ataxia, plus single-dose screen (AID 1465). S. cerevisiae Yfh1-off respiration, WST-1 reduction, 72 h; higher fold induction means a stronger effect. 220,000 compounds, 0.074% hits. one-dose fold induction at 50 µM; EC50 in µM for titrated hits;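 active means fold induction of absorbance versus untreated yeast above a set limit, then at least 30% activation at any dose in follow-up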;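 further: activators that raise dye reduction in frataxin-depleted yeast; strong numbers were not always called active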
# MT stabilizer: microtubule stabilizers in HeLa cells, primary screen, imaging, high-content imaging; HeLa tubulin immunostaining HCS, 24 h; share of cells brighter than vehicle mean+2SD; % tubulin-high responders, % at 10 µM; 200,000 compounds, 0.83% hits; AID 2205, 2009;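 active means plate Z-score above 3 for both tubulin-high and condensed-nucleus cell shares, with cell loss under 80%, at 10 µM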;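 further: anti alpha tubulin signal scored within the nucleus-defined area of each cell; some results filed as inactive read as strong as hits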
# WT yeast gro inh mutant strain: further read-out of WT yeast gro inh, marked with its call; inhibition, %; mitochondrial fusion phenotypic screen, mutant strain inhibition
# Dynein transport cytoplasmic EGFP: also measured in Dynein transport; calls as there; z-score; measured here: cytoplasmic GR-EGFP intensity; hits give high values
# Dynein transport nuclear GR-EGFP: second read-out of Dynein transport, no call of its own (marks repeat the call); z-score; measured here: nuclear GR-EGFP intensity;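 lower value marks the stronger effect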
# Dynein transport cell count: also measured in Dynein transport; calls as there; z-score; measured here: cell count per field
# bCat nuc transl cell count 5 µM: further read-out of bCat nuc transl, marked with its call; cell count; measured here: cell count, cytotoxicity flag
# T cell HTS vesicle-bound %: second read-out of T cell HTS, no call of its own (marks repeat the call); double positive events, %; measured here: CD8+ vesicle-bound cell fraction;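 binding gate set so that unloaded-vesicle control wells show 10% double positive cells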
# MT stabilizer Hoechst-high %: also measured in MT stabilizer; calls as there; % Hoechst-high responders; measured here: nuclear condensation Hoechst responders;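 share of cells brighter than vehicle mean plus two SD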
# MT stabilizer cytotoxicity %: second read-out of MT stabilizer, no call of its own (marks repeat the call); toxicity, %; measured here: cytotoxicity by cell density;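 0% = mean cell density of plate MIN control wells and 100% = no cells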
# Autophagy mod cell loss 18 h: second read-out of Autophagy mod, no call of its own (marks repeat the call); toxicity, %; measured here: cell loss, nuclei count;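 cell loss after 18 h compound exposure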
# Starred values were filed as active, the others as inactive; i = inactive; . = no result given.
SMILES,bCat nuc transl,bCat nuc transl cell count 5 µM,Dynein transport,Dynein transport cytoplasmic EGFP,Dynein transport nuclear GR-EGFP,Dynein transport cell count,WT yeast gro inh,WT yeast gro inh mutant strain,M1AAP inhibition,T cell HTS,T cell HTS vesicle-bound %,Autophagy mod,Autophagy mod cell loss 18 h,M17LAP inhibition,Yfh1-off respiration,MT stabilizer,MT stabilizer Hoechst-high %,MT stabilizer cytotoxicity %
Cc1cc(C(=O)Nc2ccc(S(=O)(=O)Nc3nccs3)cc2)c(C)o1,0.0,1121,1.64,-0.185,1.99,-1.93,4.0,21.9,10.7%,i,22.5,i,1.8,1.7%,i,1.4,1.2,4.9
Clc1ccccc1/C=C/c1nc(-c2cccnc2)no1,2.7,1319,1.23,-0.196,1.17,-0.939,.,.,4.2%,i,32.3,.,.,-5.9%,i,.,.,.
CC(=O)NC(Cc1c[nH]c2ccccc12)C(=O)OCC(=O)Nc1cc(C)on1 (stereo unspecified),1.9,1099,-0.568,-0.0464,-0.00879,2.81,6.8,4.6,-2.6%,i,7.6,i,1.7,6.8%,i,2.2,1.6,8.4
Nc1ccc(Nc2nc(-c3ccncc3)cs2)cc1,-3.4,1176,-0.537,-0.196,-0.0378,0.34,32.7,9.9,-0.2%,i,44.6,i,17.9,3.1%,i,3.2,2.5,3.9
CCn1c(CSCc2c(Cl)cccc2Cl)n[nH]c1=S,-0.8,1145,-0.21,-0.255,-0.07,1.02,10.1,20.8,13.2%,i,47.8,i,-4.5,3.9%,i,3.5,1.6,2.3
CCCCCCCC1CC(CSC(=N)N)OC1=O (stereo unspecified),-2.6,1249,0.295,0.2,0.604,-0.581,-7.4,-53.9,-1.7%,i,4.7,i,3.1,9.1%,i,2.6,1.6,9.3
CCCCOc1cc(C)nc(NCc2ccccc2)n1,-5.4,974,0.531,-0.152,0.527,-1.18,38.8,26.5,10.5%,i,8.5,i,1.2,12.2%,i,13.8,5.1,8.7
CCCCn1c(-c2ccc(Cl)cc2)nc2c(=O)n(C)c(=O)[nH]c21,.,.,-1.76,7.83,1.05,0.926,7.2,-2.9,1.6%,.,.,i,-2.2,1.8%,i,3.2,2.2,8.2
C#Cc1ccc([C@@H]2C=C(C(=O)N3CCOCC3)O[C@H](OCC)[C@H]2CCCO)cc1,-1.0,1041,1.41,-0.153,1.03,-0.956,-1.0,4.2,0.9%,i,16.3,i,3.0,4.5%,i,2.2,0.9,3.9
O=C(CCCc1ccccc1)Nc1ccc2c(c1)OCCO2,-0.5,1510,2.02,-0.0682,2.05,-1.03,28.8,7.8,.,i,54.0,i,27.8,.,i,2.5,1.6,1.3
C=CCn1c(CCCNC(=O)c2ccccc2OC)nc2ccccc21,8.5,1071,-0.381,-0.0429,-0.224,-0.117,-1.1,-6.9,-1.4%,i,50.2,i,11.1,3.3%,i,2.2,2.6,10.9
CC1CCN(c2nc3ccccc3nc2C(C#N)C(=O)OC2CCCCC2)CC1 (stereo unspecified),-0.4,819,-1.15,0.617,-0.38,1.18,.,.,1.3%,i,37.8,i,-0.8,-0.7%,i,5.3,4.6,6.5
CN(C)S(=O)(=O)Nc1ccc(C(=O)O)cc1,-2.0,1057,0.31,-0.33,0.515,0.155,-4.5,-8.6,-11.4%,i,27.4,i,18.0,-9.9%,i,3.9,1.3,2.5
O=C(Nc1cccn(Cc2c(Cl)cccc2Cl)c1=O)c1ccc(Cl)cc1,.,.,-0.101,0.0352,-0.303,0.286,18.1,12.9,-10.4%,i,24.7,i,-9.1,-6.9%,i,1.8,3.4,4.3
CCCn1c(SCC(=O)Nc2nc(C)cs2)nnc1-c1cccnc1,-1.0,1063,0.197,-0.1,0.232,0.678,-5.2,-9.5,6.4%,i,41.5,i,-8.9,9.2%,i,3.6,2.8,8.4
CN1C[C@@H]2C[C@@H](C3=Cc4cc(Cl)ccc4OC3)N3CCC[C@@]23C1=O,-2.1,1113,-0.802,-0.258,-0.518,0.537,-4.2,-3.8,3.1%,i,58.9,i,1.6,-1.9%,i,2.1,0.9,7.0
Cn1c(SCC(=O)NNC(=O)Nc2ccc(Cl)cc2)nnc1-c1ccccc1,-0.6,1315,0.259,-0.156,0.562,0.488,.,.,1.6%,i,30.1,.,.,1.2%,i,.,.,.
O=C(Nc1ccccc1)Nc1ccc(F)c([N+](=O)[O-])c1,-0.1,523,0.262,-0.155,0.478,-1.28,35.9,3.2,5.0%,i,58.0,i,-6.0,4.5%,i,3.0,3.2,8.4
COCCOC(=O)c1c(C)nc(SCC(=O)Nc2ccc(OC)cc2)c(C#N)c1-c1ccco1,.,.,0.408,0.484,0.204,-0.0326,2.0,-6.5,0.0%,i,41.3,i,-8.3,-6.6%,i,2.4,1.4,4.1
Cc1ccc(S(=O)(=O)c2c(N)n(Cc3ccco3)c3nc4ccccc4nc23)cc1,2.1,1389,0.306,-0.328,-0.0301,0.143,-13.2,-9.5,24.7%*,i,30.2,i,2.2,-13.1%,i,4.5,1.8,7.1
COc1cc(C(=O)OCCn2c(=O)c3c(ncn3CCN(C)C)n(C)c2=O)cc(OC)c1OC,-1.2,544,0.599,-0.126,0.428,0.98,-7.0,9.0,3.8%,i,32.1,i,3.6,4.8%,i,2.2,1.5,5.5
CCCCCOc1ccc(Br)cc1CSC(=N)N,89.1*,266*,3.1,2.19,3.5,-5.63,64.6*,35.5*,2.4%,.,.,i,18.3,6.1%,i,13.6,36.0,44.5
Cc1ccc(N2CC(C(=O)OCC(=O)C(C)(C)C)CC2=O)cc1 (stereo unspecified),-3.0,883,0.00962,-0.33,0.182,0.177,1.9,7.8,0.6%,i,38.3,i,9.6,1.2%,i,4.2,2.4,9.4
COc1cc2c(cc1OC)C(c1cccc(OC)c1OC)CC(=O)N2 (stereo unspecified),1.8,793,0.0717,-0.273,0.535,-0.898,-1.7,-6.1,2.2%,i,31.7,i,49.6,-2.1%,i,14.6,3.0,0.2
Cc1cc(Cl)cc(Br)c1OCCNCC(C)O (stereo unspecified),4.3,1156,-0.708,-0.27,-0.0519,-0.0987,9.2,15.1,-2.4%,i,25.3,i,22.2,11.2%,i,3.4,2.5,6.8
O=C(COC(=O)c1ccc(=O)[nH]c1)Nc1cccc(S(=O)(=O)N2CCOCC2)c1,-0.9,1001,0.348,-0.255,0.256,-0.0326,.,.,-1.8%,i,23.2,.,.,4.8%,i,.,.,.
CCCS(=O)(=O)NCCc1cc2ccc(OC)cc2[nH]c1=O,-0.5,1100,-1.07,-0.256,-0.48,1.04,2.6,-6.3,3.6%,i,36.7,i,1.2,22.6%,i,2.0,2.2,6.9
CN(C)S(=O)(=O)c1ccc(C(=O)Nc2ccc(Cl)cc2)cc1,0.3,1111,1.58,-0.0952,1.13,-1.01,0.2,2.4,14.7%,i,24.0,i,0.8,1.6%,i,2.0,3.5,5.2
COc1cccc(C(=O)COc2ccc3ccc(=O)oc3c2)c1,-2.7,1051,-0.183,-0.21,0.508,-1.05,-0.1,-14.7,4.4%,i,43.1,i,-11.4,3.5%,i,0.6,1.2,9.1
CC(=O)C1=C(O)C(=O)N(Cc2cccnc2)C1c1ccc(Cl)cc1 (stereo unspecified),-3.9,597,-0.602,-0.208,0.0179,-0.633,-5.2,-1.8,4.9%,i,18.0,i,-2.3,11.2%,i,3.5,1.5,4.3

# Molecules from the list above with a furan ring, fused or not, in the order listed:
SMILES,bCat nuc transl,bCat nuc transl cell count 5 µM,Dynein transport,Dynein transport cytoplasmic EGFP,Dynein transport nuclear GR-EGFP,Dynein transport cell count,WT yeast gro inh,WT yeast gro inh mutant strain,M1AAP inhibition,T cell HTS,T cell HTS vesicle-bound %,Autophagy mod,Autophagy mod cell loss 18 h,M17LAP inhibition,Yfh1-off respiration,MT stabilizer,MT stabilizer Hoechst-high %,MT stabilizer cytotoxicity %
Cc1cc(C(=O)Nc2ccc(S(=O)(=O)Nc3nccs3)cc2)c(C)o1,0.0,1121,1.64,-0.185,1.99,-1.93,4.0,21.9,10.7%,i,22.5,i,1.8,1.7%,i,1.4,1.2,4.9
COCCOC(=O)c1c(C)nc(SCC(=O)Nc2ccc(OC)cc2)c(C#N)c1-c1ccco1,.,.,0.408,0.484,0.204,-0.0326,2.0,-6.5,0.0%,i,41.3,i,-8.3,-6.6%,i,2.4,1.4,4.1
Cc1ccc(S(=O)(=O)c2c(N)n(Cc3ccco3)c3nc4ccccc4nc23)cc1,2.1,1389,0.306,-0.328,-0.0301,0.143,-13.2,-9.5,24.7%*,i,30.2,i,2.2,-13.1%,i,4.5,1.8,7.1

# Screening results from PubChem.

# An unsorted share of the library; about 4.4% have a hit in one of these screens.
